Compound activity as filed in PubChem BioAssay.
Apaf-1 inh: inhibitors of human Apaf-1 apoptosome, primary screen, biochemical, DEVD-Rh110 fluorescence, uHTS. Apoptotic protease-activating factor 1 (Homo sapiens), O14727. 330,000 compounds, 0.71% hits. AID 489030, 2010. reconstituted apoptosome caspase-3 activity. inhibition, % at 20 µM; active = inhibition of at least 40% at 20 µM;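 also: plate controls were DMSO wells for no effect and DEVD-CHO caspase inhibitor wells for full effect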
Target sequence (O14727 whole entry, looked up): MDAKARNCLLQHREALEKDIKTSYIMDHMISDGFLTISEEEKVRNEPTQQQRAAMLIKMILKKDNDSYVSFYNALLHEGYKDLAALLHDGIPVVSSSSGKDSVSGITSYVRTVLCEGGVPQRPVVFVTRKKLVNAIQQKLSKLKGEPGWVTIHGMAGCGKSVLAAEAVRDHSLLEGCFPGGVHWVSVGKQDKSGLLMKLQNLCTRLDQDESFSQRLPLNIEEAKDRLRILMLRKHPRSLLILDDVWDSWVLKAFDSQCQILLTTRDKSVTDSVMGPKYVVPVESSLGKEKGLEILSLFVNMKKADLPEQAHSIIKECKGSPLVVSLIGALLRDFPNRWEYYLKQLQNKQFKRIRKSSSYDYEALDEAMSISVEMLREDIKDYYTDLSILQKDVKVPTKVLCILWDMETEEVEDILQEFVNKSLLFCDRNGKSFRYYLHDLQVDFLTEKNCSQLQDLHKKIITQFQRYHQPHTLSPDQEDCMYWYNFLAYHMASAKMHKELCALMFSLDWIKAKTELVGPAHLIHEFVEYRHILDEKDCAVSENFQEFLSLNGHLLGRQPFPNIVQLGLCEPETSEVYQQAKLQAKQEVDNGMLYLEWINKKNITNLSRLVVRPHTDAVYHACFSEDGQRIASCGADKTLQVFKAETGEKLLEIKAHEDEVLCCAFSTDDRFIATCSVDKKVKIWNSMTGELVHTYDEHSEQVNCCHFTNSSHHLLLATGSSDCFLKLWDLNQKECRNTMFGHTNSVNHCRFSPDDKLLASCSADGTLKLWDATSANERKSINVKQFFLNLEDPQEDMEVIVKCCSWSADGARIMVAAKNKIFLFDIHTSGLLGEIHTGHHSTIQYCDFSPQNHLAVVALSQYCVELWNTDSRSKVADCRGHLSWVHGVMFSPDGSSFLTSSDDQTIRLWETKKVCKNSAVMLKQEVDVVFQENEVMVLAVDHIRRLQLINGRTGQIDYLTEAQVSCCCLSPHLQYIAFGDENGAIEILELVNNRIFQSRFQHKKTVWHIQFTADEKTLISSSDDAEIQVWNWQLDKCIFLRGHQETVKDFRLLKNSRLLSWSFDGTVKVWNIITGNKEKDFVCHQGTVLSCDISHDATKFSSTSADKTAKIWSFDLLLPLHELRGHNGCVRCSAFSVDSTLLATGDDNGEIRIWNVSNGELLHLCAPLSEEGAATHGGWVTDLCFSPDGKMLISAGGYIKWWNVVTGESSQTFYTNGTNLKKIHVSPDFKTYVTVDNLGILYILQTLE
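Material: biochemical Apaf-1 apoptosome reconstitution. Medium: Hepes buffer, pH 7.5. Also added: cytochrome c activation, bis-DEVD rhodamine 110 substrate. Timing: 30 min compound preincubation, 50 min activation, room temperature. Measured by: rhodamine 110 fluorescence at Ex 480/Em 540 nm.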
697 NFkB inh: inhibitors of PMA/ionomycin-induced NF-kB reporter, 697 cells, primary screen, B-cell NF-kB inhibitor project, cell-based, luminescence, uHTS; inhibition, % at 4 µM; 697 B-cell NF-kB luciferase reporter, 16 h; 330,000 compounds, 0.33% hits; AID 435022, 2010; in the data active = inhibition above about 35%
SENP8 block: SENP8 protease inhibitors, primary screen, biochemical, luminescence. 330,000 compounds, 1.2% hits. inhibition, % at 10 µM. Sentrin-specific protease 8 (Homo sapiens), Q96LD8. purified SENP8, Z-RLRGG-aminoluciferin cleavage
HKDC1 inhibitor: HKDC1 hexokinase inhibitors, primary screen, biochemical, fluorescence, uHTS. Q2TB90. recombinant HKDC1, G6PDH/diaphorase resazurin coupled fluorescence. inhibition, % at 20 µM. 340,000 compounds, 0.16% hits. AID 493160, 2011;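 active = inhibition above about 35% when tested at 20 µM, limit read from the data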;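 also: plate controls were DMSO wells with enzyme for no effect and DMSO wells lacking enzyme for full effect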
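Assay system: recombinant HKDC1 hexokinase; detection: coupled resazurin fluorescence, excitation 525 nm, emission 613 nm; benchmarks: DMSO-plus-enzyme-mix negative control, buffer-substituted positive control; compound dosing: single 20 µM dose; schedule: 90 min at room temperature in dark; also added: glucose plus 1 mM ATP as hexokinase substrates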
UBC13 inh: UBC13 polyubiquitin chain formation inhibitors, primary screen, biochemical, TR-FRET, uHTS. inhibition, % at 20 µM. 330,000 compounds, 0.47% hits. Ubiquitin-conjugating enzyme E2 N (Homo sapiens), P61088; in the data active = inhibition above about 45%, passing the limit was not always enough
SENP7 inh: SENP7 protease inhibitors, primary screen, biochemical, luminescence, uHTS | recombinant SENP7, Z-RLRGG-aminoluciferin luminescence, 40 min | inhibition, % at 5 µM | 330,000 compounds, 1.5% hits | AID 434973, 2010;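 active = inhibition above about 50% at the single test dose, limit read from the data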;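 also: plate controls were DMSO with enzyme for no effect and no enzyme buffer wells for full effect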
Gli-Sufu antag: Gli-Sufu pathway antagonists, primary screen, luciferase luminescence, Sufu-KO-LIGHT cells, uHTS | Sufu-KO-LIGHT fibroblasts, Gli luciferase reporter luminescence | 340,000 compounds, 0.74% hits | inhibition, % at 5 µM | AID 588413, 2011;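 active = inhibition above about 55%, limit read from the data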;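 also: 0% = DMSO-treated cells and 100% = wells with medium but no cells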
Jurkat NFkB inh: inhibitors of induced NF-kB luciferase reporter, primary screen, TCR NF-kB activation inhibitor project, cell-based, luminescence, uHTS. AID 435003, 2010. Jurkat, PMA/ionomycin-induced NF-kB luciferase reporter. inhibition, % at 4 µM. 330,000 compounds, 0.53% hits
The depositor's hits bear a star; . = no result given. Rule as the data show it, unless noted: active = inhibition above about 50%; inactive = the rest.

SMILES | Apaf-1 inh | 697 NFkB inh | SENP8 block | HKDC1 inhibitor | UBC13 inh | SENP7 inh | Gli-Sufu antag | Jurkat NFkB inh
C[C@@H](CN1C2=NC[C@H](Cc3ccccc3)N2C[C@H]1Cc1ccc(O)cc1)NC(=O)CCC1CCCCC1 | 41* | -14 | -13 | 8 | 66* | -7 | 9 | -13
O=C1CC[C@@H](CN(Cc2ccccc2)Cc2cn[nH]c2-c2cc3ccccc3o2)N1 | 16 | 16 | 1 | -2 | -23 | 3 | 8 | -16
Cc1cc(NC(=O)Cn2nc(-c3ccccc3F)ccc2=O)ccc1-n1cnnn1 | -12 | 15 | 2 | -3 | -2 | -1 | 4 | 21
O=C(Nc1ccccc1)C1=C[C@H](c2ccc3c(c2)OCO3)C[C@H](OCCCCO)O1 | -3 | 3 | -2 | -2 | 0 | -4 | -28 | -7
CCCCNC(=O)Cn1nc([N+](=O)[O-])c([N+](=O)[O-])c1C | -1 | 17 | -3 | -5 | 7 | 8 | -3 | 7
O=C(CS(=O)(=O)c1ccccc1)Nc1nnc(-c2cccs2)o1 | -4 | -1 | -4 | -4 | -2 | 9 | -10 | 17
COc1ccc2ccccc2c1/C=N/NC(=O)c1cccc(Br)c1 | 6 | 14 | 5 | -4 | 9 | 8 | -10 | -2
CCOC12CC(C)(C)CC(C)(CC3=C1C(=O)CC(C)(C)C3)C2 (centres undefined) | 3 | -13 | 5 | -14 | -5 | -2 | -5 | -15
CCS(=O)(=O)c1nc(S(=O)(=O)c2ccc(Cl)cc2)c(NCc2ccccn2)s1 | 0 | 11 | -7 | 3 | -1 | -1 | 4 | -1
N#Cc1cccc(CN2CCC(=O)N([C@H](CO)c3ccccc3)CC2)c1 | 0 | 15 | 4 | -2 | 1 | 4 | -3 | 7

Brought forward from above: 2 entries; new compounds follow.
SMILES | Apaf-1 inh | 697 NFkB inh | SENP8 block | HKDC1 inhibitor | UBC13 inh | SENP7 inh | Gli-Sufu antag | Jurkat NFkB inh
CCS(=O)(=O)c1nc(S(=O)(=O)c2ccc(Cl)cc2)c(NCc2ccccn2)s1 | 0 | 11 | -7 | 3 | -1 | -1 | 4 | -1
N#Cc1cccc(CN2CCC(=O)N([C@H](CO)c3ccccc3)CC2)c1 | 0 | 15 | 4 | -2 | 1 | 4 | -3 | 7
COc1ccc([C@H]2/C=C\CN(S(C)(=O)=O)[C@@H](C)C(=O)N2Cc2ccc(F)cc2)cc1 | 3 | -1 | -8 | -4 | -2 | -7 | -3 | 8
COc1cc(C(=O)Nn2cnnc2)ccc1OC(F)F | 1 | -17 | 1 | -1 | -1 | 10 | -2 | -34
COc1ccc2c(=O)c(-c3ccccc3C)c(C)oc2c1 | -9 | 13 | 3 | -5 | 0 | 5 | -6 | 17
Cc1csc2c(NC3CCN(Cc4ccccc4)CC3)ncnc12 | -21 | -31 | -8 | -8 | -5 | 10 | 8 | 22
COc1ccc(CNc2ccccn2)c(O)c1 | -3 | -17 | -10 | -9 | -5 | -11 | 9 | -12
C=CCC[C@@H](Cc1ccc(F)cc1)C(=O)O[C@H](CNC(=O)[C@H](CC=C)CC(=O)N(CCO)Cc1ccccc1)c1ccccc1 | 29 | 2 | 5 | -1 | 13 | -2 | 4 | 12
O=C(CSc1nnnn1-c1cccc(O)c1)NC1CC1 | 7 | 2 | 5 | 1 | -2 | -5 | 2 | 14
CN(C)c1nc(NC(C)(C)C)nc(NC(C)(C)C)n1 | -19 | -39 | 9 | -1 | 11 | 2 | 29 | 20
CCn1c(SCC(=O)NNC(=O)c2ccc(C)cc2)nnc1C1CC1 | -1 | 11 | -3 | -2 | 0 | 0 | -25 | -15
CC(C)c1ccc(NC(=O)CSc2nc(=O)n(CCCN3CCOCC3)c3c2CCC3)cc1 | 12 | -18 | 4 | -6 | 6 | -2 | 16 | -1

Grouped by structure: the compounds so far containing a thiophene ring, fused or not
SMILES | Apaf-1 inh | 697 NFkB inh | SENP8 block | HKDC1 inhibitor | UBC13 inh | SENP7 inh | Gli-Sufu antag | Jurkat NFkB inh
O=C(CS(=O)(=O)c1ccccc1)Nc1nnc(-c2cccs2)o1 | -4 | -1 | -4 | -4 | -2 | 9 | -10 | 17
Cc1csc2c(NC3CCN(Cc4ccccc4)CC3)ncnc12 | -21 | -31 | -8 | -8 | -5 | 10 | 8 | 22

Later entries.
SMILES | Apaf-1 inh | 697 NFkB inh | SENP8 block | HKDC1 inhibitor | UBC13 inh | SENP7 inh | Gli-Sufu antag | Jurkat NFkB inh
COc1cc2[nH]c(=O)n(CCCC(=O)N3CC=C(c4ccccc4)CC3)c(=O)c2cc1OC | 24 | -38 | -6 | 2 | -3 | -1 | -12 | -5
C=CCNc1nc(SCC=C)nc2ccsc12 | -1 | -3 | -6 | 4 | 4 | 6 | 9 | -4
CCOc1ccccc1NC(=O)C(c1ccccc1)N1CCN(CC(=O)N2CCCC2)CC1 (centres undefined) | 9 | 2 | 4 | -4 | 4 | 7 | 9 | -9
CC1=C(C(=O)Nc2ccccc2C)C(c2ccc(C)o2)N2C(=O)CSC2=N1 (centres undefined) | -16 | -7 | 3 | -8 | -3 | -1 | 0 | 8
Cc1cc(/C=N/n2cnnc2)c(C)n1-c1ccc(OCc2ccc(Cl)cc2Cl)cc1 | 46* | 40* | -9 | -5 | 5 | -3 | 82* | 70*
Cn1c(=O)c2c(ncn2CC(COCc2ccccc2Cl)OCc2ccccc2Cl)n(C)c1=O (centres undefined) | 7 | 1 | -2 | 1 | 4 | -5 | 7 | -16
Cc1cccc(CC(C)NC(=O)CCc2nnc(-c3ccccc3)o2)n1 (centres undefined) | -25 | 21 | 1 | -4 | -1 | 2 | 1 | 5
COC(=O)C1=C(C)N(Cc2ccccc2)C(=NCc2cc(OC)c(OC)c(OC)c2)N[C@H]1c1ccccc1 | 8 | 5 | 7 | -7 | 32 | 3 | 12 | 3
Cc1cc(Br)ccc1NC(=O)CNC(=O)COc1ccccc1C | 13 | 23 | -12 | -2 | 1 | 9 | 2 | -3
CC(=O)Nc1ccc2c(c1)OCCOCCOc1cc(NC(C)=O)ccc1OCCOCCOCCO2 | -10 | 20 | -2 | . | 1 | 2 | . | 17
O=C(CC1CCS(=O)(=O)C1)NC1CCCCC1 (centres undefined) | -9 | -1 | -1 | 0 | -1 | 2 | -3 | 8
Cc1ccc(S(=O)(=O)NCC(=O)Nc2ccc(C(F)(F)F)cc2)cc1 | 11 | 4 | -7 | -13 | -1 | -5 | 2 | -12
COc1ccc(CNC(=O)c2ccc(Cn3nc(C)c([N+](=O)[O-])c3C)o2)cc1 | 5 | 1 | -4 | 6 | 3 | -2 | 5 | -6
O=C(CSc1nc2ccccc2s1)N/N=C/c1ccc(C(=O)O)cc1 | 3 | -3 | -6 | 1 | -4 | -4 | 3 | -3
CCCCCCSc1ccc([C@@H]2[C@H]3C(=O)N(C)C(=O)[C@H]3[C@]3(C(=O)OC)CCCCN23)cc1OC | 10 | 2 | 3 | 9 | 4 | -2 | 1 | 18
CC(Oc1ccccc1)C(=O)Nc1nc(-c2ccncc2)cs1 (centres undefined) | 6 | 4 | -10 | -2 | 0 | -1 | 0 | 14
CCOc1cc(-c2c(C#N)c(N)nc3c2CCCC3C)ccc1O (centres undefined) | 14 | -10 | 1 | -2 | 10 | -3 | 9 | 0
O=C(NCCN1CCCC1=O)C1CCC(=O)N(CCc2cccc(F)c2)C1 (centres undefined) | 0 | 14 | -2 | -4 | 10 | 7 | -7 | 17
O=C(CNC(=O)c1cccs1)N/N=C/c1ccc(Cl)cc1 | 2 | -9 | -12 | -2 | 2 | -10 | -30 | 1
CCCc1ccc(OCc2ccc(C(=O)Nc3cccc(C)n3)o2)c(OC)c1 | 8 | -103 | -7 | 5 | 9 | -4 | -60 | 15

Brought forward from above: three entries; new compounds follow.
SMILES | Apaf-1 inh | 697 NFkB inh | SENP8 block | HKDC1 inhibitor | UBC13 inh | SENP7 inh | Gli-Sufu antag | Jurkat NFkB inh
O=C(NCCN1CCCC1=O)C1CCC(=O)N(CCc2cccc(F)c2)C1 (centres undefined) | 0 | 14 | -2 | -4 | 10 | 7 | -7 | 17
O=C(CNC(=O)c1cccs1)N/N=C/c1ccc(Cl)cc1 | 2 | -9 | -12 | -2 | 2 | -10 | -30 | 1
CCCc1ccc(OCc2ccc(C(=O)Nc3cccc(C)n3)o2)c(OC)c1 | 8 | -103 | -7 | 5 | 9 | -4 | -60 | 15
COCCNC(=O)/C(C#N)=C/c1ccccc1Br | 3 | -9 | -5 | -3 | 7 | 9 | -6 | 16
COc1ccccc1N1CCN(CC(=O)c2c[nH]c3ccccc23)CC1 | -20 | 20 | 5 | 0 | 11 | 0 | 8 | 5
OC(COc1cccc2ccccc12)CN1CCN(c2cccc(Cl)c2)CC1 (centres undefined) | 25 | 5 | 2 | 0 | 8 | 7 | 8 | 9
Cc1ccc(OCc2cc(C(=O)N(C)CCc3nc4ccccc4[nH]3)no2)cc1C | 14 | -10 | -21 | 1 | 2 | 11 | -9 | -18
[O-]/[N+](=C\c1ccc(F)cc1)c1ccccc1 | -13 | -5 | -10 | -7 | -2 | -12 | -12 | -13
C=CCSc1nnc(NC(=O)C2CSC3(C)CCC(=O)N23)s1 (centres undefined) | -3 | 2 | -2 | -5 | 0 | 9 | 4 | 1
O=C(Nc1cccc(F)c1)NC1(C(=O)N2CCC(O)CC2)CCCCC1 | 2 | 10 | 6 | 4 | 2 | 7 | -20 | 7
O=c1[nH][nH]c(-c2ccccc2)c1C=Nc1ccccc1Cl | 0 | 1 | -1 | 7 | -1 | 4 | 7 | 4
COc1cccc(-c2cc(C(=O)N/N=C/c3cccc(OC)c3OC)c3ccccc3n2)c1 | 14 | 12 | 2 | -2 | -7 | 5 | 5 | -13
Cc1cc(N2CCN(S(=O)(=O)c3ccc4c(c3)OCCO4)CC2)n2ncnc2n1 | -1 | 5 | 4 | -6 | -1 | 6 | -4 | 5
COc1ccc(C(=O)C2CCCN(C(=O)c3cccc(N4CCCC4=O)c3)C2)cc1OC (centres undefined) | -4 | -2 | -3 | -3 | 0 | -5 | 6 | 7
Cc1ccc(S(=O)(=O)Cc2cccc(C(=O)N3CCOCC3)c2)cc1 | 3 | -59 | -6 | -10 | -13 | -6 | 8 | -26
COc1ccc(C(=O)CN2C(=O)c3ccccc3C2=O)c(OC)c1 | 16 | -48 | 4 | -1 | -2 | -1 | -24 | -4
CN(CC(=O)Nc1ccc2c(c1)OCO2)S(=O)(=O)c1ccc2c(c1)CCC(=O)N2 | 1 | 9 | 1 | -13 | 0 | 4 | -17 | -1
Cc1nc(C)c(-c2csc(NCCc3ccccc3)n2)s1 | 26 | -3 | -12 | -4 | -8 | 8 | -15 | -9
O=[N+]([O-])c1cc([N+](=O)[O-])c2nonc2c1Nc1ccccc1O | 31 | -6 | 8 | 13 | -79 | 20 | 7 | 1
CC(NC(=O)c1ccc(Cl)cc1)c1nnc(SCC(=O)NC2=NCCS2)n1C (centres undefined) | 6 | 11 | -3 | -4 | 1 | 9 | -8 | -10
CSc1nnc(-c2ccc(S(=O)(=O)N3CCOCC3)cc2)n1C | -3 | 7 | 2 | -6 | 8 | -3 | -8 | -6
CN1CCN(c2ccc(NC(=O)c3ccc4c(c3)OCO4)cc2)CC1 | 4 | -63 | -14 | -2 | -1 | 6 | -60 | -78
Cc1ccc(CN2CC(=O)N3[C@H]4c5cc(Cl)ccc5OC[C@@H]4[C@H](c4ccccc4)[C@]3(C)C2=O)cc1 | 16 | -8 | -5 | 4 | -15 | -8 | 31 | -8
O=C(Nc1ccc2c(c1)OCO2)c1cccc(Cl)c1 | 1 | -30 | 81* | 4 | 7 | 92* | -59 | -87
